# High-throughput results deposited in PubChem BioAssay by National Center for Advancing Translational Sciences (NCATS).
# AMA1-RON2 inh – inhibitors of Plasmodium falciparum AMA1-RON2 interaction. Potency, µM (top dose mostly 58.2 µM), inactives show top-dose activity change, negative = inhibition, usual class: inhibitors. AlphaScreen AMA1-biotinylated RON2 peptide binding. 0.2% of 360,000 active;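 note: potency is the fitted concentration of half-maximal effect; 0% = vehicle wells and -100% = peptide control; nearly all actives have a fitted effect of over 45% in size; some results filed as inactive show a strong effect at the top dose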
#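 AMA1 (3D7) with his tag at 25 nM final met compounds first, then biotinylated RON2 peptide at 25 nM; detection used donor plus acceptor beads, 10 µg/mL apiece, read by AlphaScreen after 30 min at room temperature.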
# HCMV inh – human cytomegalovirus inhibition | activity change, negative = inhibition, % at 57.5 µM | HFF cells, HCMV-luciferase reporter, 72 h; stronger effect = lower value | AID 1259415 | 4.5% of 410,000 active; in the data active = activity change below about -60%; inconclusive = no clear call, values can overlap the other calls; inactive = above about -39%
#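 Two compound doses tested in HFFs infected with HCMV-luciferase, MOI 1 PFU/cell, 72 h at 37C. Lysate luminescence read with OneGlo; data normalized against buffer-only and 10uM Salinomycin inhibitor controls.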
# Sm TGR inh – S. mansoni TGR enzyme inhibition | Q962Y6 | purified TGR, DTNB reduction, TNB absorbance 405 nm | Potency, µM (titrated, usually from 114 µM), without a hit: at the highest dose activity change, negative = inhibition, most hits filed as inhibitors | 3% of 360,000 active; note: potency is the fitted concentration of half-maximal effect; nearly all actives have a fitted effect of over 60% in size
#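 First, TGR (20 nM dispensed) and NADPH were mixed with compound. Second, a 15 min room-temperature incubation followed. Third, further NADPH and then DTNB were added to start the reaction. Finally, TNB absorbance was monitored kinetically.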
# AmpC detergent – blocks E. coli AmpC beta-lactamase in detergent assay. P00811. AmpC hydrolysis of nitrocefin, absorbance 480 nm, 0.01% Triton. Potency, µM (series often up to 114 µM), for inactives: at the top dose activity change, negative = inhibition, usual class: inhibitors. 0.041% of 370,000 active. AID 485294;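 note: potency is the fitted concentration of half-maximal effect; 0% = no-compound wells and -100% = no-enzyme wells; nearly all actives have a fitted effect of over 25% in size; some results filed as inactive show a strong effect at the top dose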
# Target sequence (P00811 whole entry, looked up): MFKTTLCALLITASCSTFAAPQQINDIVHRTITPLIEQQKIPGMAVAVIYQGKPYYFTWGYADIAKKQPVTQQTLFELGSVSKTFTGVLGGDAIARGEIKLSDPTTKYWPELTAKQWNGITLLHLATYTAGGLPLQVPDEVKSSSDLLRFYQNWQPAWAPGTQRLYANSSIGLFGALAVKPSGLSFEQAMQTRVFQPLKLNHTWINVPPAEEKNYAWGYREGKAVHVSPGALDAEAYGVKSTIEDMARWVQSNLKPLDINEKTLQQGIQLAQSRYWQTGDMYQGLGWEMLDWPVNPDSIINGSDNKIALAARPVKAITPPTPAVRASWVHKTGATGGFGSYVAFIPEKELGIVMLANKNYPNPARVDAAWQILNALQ
#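 AmpC (5.3 nM in the dispensed reagent) in 20 mM phosphate pH 7.0 with 0.01% (detergent screen) or 0.0001% Triton X-100 was preincubated with compounds for 15 min at room temperature. Nitrocefin was then added from an 800 uM solution, and hydrolysis was followed at 480 nm.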
# Giardia FBPA inh – Giardia lamblia aldolase inhibition. Potency, µM (titrated, usually from 59.6 µM), for the others: at the highest dose activity, negative = inhibition, usual class: inhibitors. AID 2451. purified Giardia FBPA. 0.71% of 290,000 active. A8B2U2; note: potency is the fitted concentration of half-maximal effect; nearly all actives have a fitted effect of over 55% in size
# Target sequence (A8B2U2 whole entry, looked up): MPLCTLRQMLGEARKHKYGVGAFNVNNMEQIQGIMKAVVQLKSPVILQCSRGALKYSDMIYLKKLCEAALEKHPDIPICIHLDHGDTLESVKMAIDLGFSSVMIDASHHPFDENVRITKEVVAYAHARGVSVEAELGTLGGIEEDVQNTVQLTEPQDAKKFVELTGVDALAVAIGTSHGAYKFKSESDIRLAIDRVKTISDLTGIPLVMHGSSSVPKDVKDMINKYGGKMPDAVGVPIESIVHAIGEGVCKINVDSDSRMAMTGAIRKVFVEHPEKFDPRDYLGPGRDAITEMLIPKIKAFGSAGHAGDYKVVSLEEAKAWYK
#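 Giardia FBPA (40 nM reagent) was preincubated 10 min at RT with compound (up to 57.5 uM final), then substrate plus GAPDH/TPI/NAD/arsenate coupling system with diaphorase/resazurin was added; resorufin fluorescence (525/598 nm) was read after 20 min.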
# AmpC no deterg – blocks E. coli AmpC beta-lactamase in detergent-free assay. Potency, µM (series often up to 57.1 µM), for inactives: at the top dose activity change, negative = inhibition, hits mostly inhibitors. P00811. 0.52% of 330,000 active. AID 485341. AmpC nitrocefin hydrolysis, absorbance 480 nm, 0.0001% Triton;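 note: potency is the fitted concentration of half-maximal effect; plate controls were no compound for no effect and no enzyme for full effect; nearly all actives have a fitted effect of over 20% in size; some results filed as inactive show a strong effect at the top dose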
#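 20 mM phosphate pH 7.0 + 0.01% (detergent screen) or 0.0001% Triton X-100; 5.3 nM AmpC reagent; cpd preinc 15 min RT; nitrocefin (800 uM stock) to start; A480 q20 s × 4 min; Activity was normalised to no-enzyme and no-compound control wells.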
# Starred values were filed as active, the others as inactive; ? = inconclusive; nt = not tested or not shown; & = joins results of further samples; [ ] = remark or other dose. Unless noted, calls come from the whole dose curve; as a rule, active = well fitted curve in the direction sought with a large enough effect; inconclusive = small, poorly fitted or top-dose-only effect, or another doubt; inactive = no such curve, though single readings can be large; an effect the other way counts as inactive or inconclusive. Unless noted, % is set by controls: 0 for no effect and ±100 for the full control effect.
# The first 9 compounds, ahead of the listing:
cpd	SMILES	AMA1-RON2 inh	HCMV inh	Sm TGR inh
1	CCCC[C@@H]1C[C@H]1[C@@H](NC(=O)c1ccco1)c1ccc(Cl)cc1	-1%	-16	-12%
2	CCOC(=O)Cn1cnc2c(nnn2-c2ccc(OC)cc2)c1=O	-2%	-12	0%
3	Cc1ccc2c(CC(=O)N(Cc3ccc(N(C)C)cc3)Cc3ccco3)coc2c1C	nt	19	-1%
4	COc1ccc2c(c1)[nH]c1c(=O)n(CCN(C)C)cnc12	-6%	169	3%
5	COc1ccccc1C(=O)NCCC(=O)Nc1ccc(OC(F)(F)F)cc1	-5%	22	6%
6	COc1cccc(=O)c2c(C)oc(C)c12	-9%	7	3%[11.4 µM]
7	CCOc1cccc(-c2nc3c(s2)CCc2onc(-c4cccc([N+](=O)[O-])c4)c2-3)c1	0%	-3	-15%
8	Cc1ccc(CNC(=O)c2cccc(S(C)(=O)=O)c2)cc1	-9%	nt	-3%
9	COCCn1c(C)cc(C(=O)COC(=O)CCc2ccc(S(=O)(=O)N3CCOCC3)cc2)c1C	8%	18	5%[11.4 µM]

cpd	AmpC detergent	Giardia FBPA inh	AmpC no deterg
1	-15%	3%	-20%
2	?	7%	-6%
3	0%	nt	nt
4	1%	-5%	-18%
5	-11%	3%	68%[activator]
6	-9%	-7%	-17%
7	-11%	nt	-13%
8	0%	4%	-9%
9	-4%	6%	116%[activator]

# The listing, from the first entry:
cpd	SMILES	AMA1-RON2 inh	HCMV inh	Sm TGR inh
1	CCCC[C@@H]1C[C@H]1[C@@H](NC(=O)c1ccco1)c1ccc(Cl)cc1	-1%	-16	-12%
2	CCOC(=O)Cn1cnc2c(nnn2-c2ccc(OC)cc2)c1=O	-2%	-12	0%
3	Cc1ccc2c(CC(=O)N(Cc3ccc(N(C)C)cc3)Cc3ccco3)coc2c1C	nt	19	-1%
4	COc1ccc2c(c1)[nH]c1c(=O)n(CCN(C)C)cnc12	-6%	169	3%
5	COc1ccccc1C(=O)NCCC(=O)Nc1ccc(OC(F)(F)F)cc1	-5%	22	6%
6	COc1cccc(=O)c2c(C)oc(C)c12	-9%	7	3%[11.4 µM]
7	CCOc1cccc(-c2nc3c(s2)CCc2onc(-c4cccc([N+](=O)[O-])c4)c2-3)c1	0%	-3	-15%
8	Cc1ccc(CNC(=O)c2cccc(S(C)(=O)=O)c2)cc1	-9%	nt	-3%

cpd	AmpC detergent	Giardia FBPA inh	AmpC no deterg
1	-15%	3%	-20%
2	?	7%	-6%
3	0%	nt	nt
4	1%	-5%	-18%
5	-11%	3%	68%[activator]
6	-9%	-7%	-17%
7	-11%	nt	-13%
8	0%	4%	-9%

# Continuation:
cpd	SMILES	AMA1-RON2 inh	HCMV inh	Sm TGR inh
9	COCCn1c(C)cc(C(=O)COC(=O)CCc2ccc(S(=O)(=O)N3CCOCC3)cc2)c1C	8%	18	5%[11.4 µM]
10	CCOC(=O)N1CCN(CC(=O)Nc2ccccc2C(=O)Nc2ccccc2)CC1	-9%	-9	-5%
11	c1ccc(Nc2nc(N3CCCCC3)nc(N3CCNCC3)n2)cc1	-5%	16	1%
12	CCCc1cc(NCCCCO)n2c(nc3ccccc32)c1C#N	9%	-6	-22%
13	CC(=O)N1CCN(CC(=O)Nc2ccccc2C(=O)NCc2ccc(C)cc2)CC1	8%	9	-5%
14	CCN(CC)S(=O)(=O)c1ccc2[nH]cc(C(=O)NCCc3ccccc3)c(=O)c2c1	-1%	?	6%&6%
15	CCCCC(=O)Nc1cc(N(C)C)nc2ccccc12	4%	38	-25%
16	Cc1cccnc1NC(=O)CNC(=O)c1sc2ccccc2c1Cl	6%	165	-1%

cpd	AmpC detergent	Giardia FBPA inh	AmpC no deterg
9	-4%	6%	116%[activator]
10	-5%	nt	-15%
11	-10%	-1%	9%
12	5%	6%	-4%
13	-14%	4%	-7%
14	3%&2%	24%	-23%
15	-3%	6%	-10%
16	4%	nt	-8%

# New compounds follow
cpd	SMILES	AMA1-RON2 inh	HCMV inh	Sm TGR inh
17	Cc1ccc(NC(=O)COC(=O)c2ccc3c(c2)NC(=O)C2CCCN32)cc1C (stereo unspecified)	nt	49	10%[11.4 µM]
18	Cc1cccc(NC(=O)CN2C(=O)S/C(=C\c3cc(C)n(C)c3C)C2=O)c1	-8%	-63*	?
19	CCOc1ccc(/C=C2\SC(=S)N(Nc3ccccc3)C2=O)cc1OC	12%	15	-5%
20	O=C(/C=C/c1ccc2c(c1)OCO2)c1ccc[nH]1	-21%	-7	-12%
21	Cc1ccc(NC(=O)CN2CCN(Cc3ccccc3)CC2)c(Br)c1	20µM*	?	70%[activator]
22	CCCCn1c(O)c(C(CC)=Nc2cccc(C(=O)O)c2)c(=O)[nH]c1=O	2%	3	?
23	O=C(Nc1c2c(nn1-c1ccccc1)CS(=O)C2)c1ccc(S(=O)(=O)N2CCOCC2)cc1 (stereo unspecified)	12%	5	2%
24	CCCn1c(NCc2cccs2)nc2ccccc21	-5%	42	2%

cpd	AmpC detergent	Giardia FBPA inh	AmpC no deterg
17	-9%	-3%	-23%
18	-14%	-27%	-22%
19	-9%	-1%	?
20	?	0%	-37%
21	8%	?	185%[activator]
22	-15%	-11%	-28%
23	4%	-2%	-7%
24	?	0%	-18%

# The listing continues:
cpd	SMILES	AMA1-RON2 inh	HCMV inh	Sm TGR inh
25	Cc1cccc(-n2nc(C(=O)c3ccco3)cc(-c3nc4ccccc4[nH]3)c2=N)c1	34%[activator]	-22	-2%
26	Clc1ccc(C2CC(c3cccs3)n3ncnc3N2)c(Cl)c1 (stereo unspecified)	-6%	26	8%
27	CCCCCc1nn2cc(-c3ccccc3)nc2s1	nt	25	-6%
28	COc1cc(/C=c2\sc3nc(=O)c(-c4ccccc4)nn3c2=O)ccc1OCCC(C)C	12%	-14	-1%
29	O=C1Nc2ccccc2N(O)N1c1cc(-c2ccccc2Cl)no1	1%	15	-22%
30	O=C(Nc1nccs1)C1CCCN1S(=O)(=O)c1cccc2cccnc12 (stereo unspecified)	-3%	98	7%
31	COc1ccc(NC(=O)C2Cc3ccccc3CN2C(=O)c2ccco2)cc1 (stereo unspecified)	-5%	1	?
32	O=C(NCc1ccco1)C(=O)NCC1OCCCN1S(=O)(=O)c1ccccc1 (stereo unspecified)	16%	-8	-12%

cpd	AmpC detergent	Giardia FBPA inh	AmpC no deterg
25	?	18%	-26%
26	5%	1%	-9%
27	0%	nt	nt
28	-12%	2%	-22%
29	3%	19%	-8%
30	-17%	-6%	-24%
31	4%	nt	-11%
32	-3%	2%	0%

# (further entries)
cpd	SMILES	AMA1-RON2 inh	HCMV inh	Sm TGR inh
33	COc1ccc(-c2cc(C(F)F)n3ncc(C(=O)N4CCSCC4)c3n2)cc1	-15%	16	4%
34	CCCCCCSC1=C(C#N)C(c2ccc(C)o2)CC(=O)N1 (stereo unspecified)	-1%	-29	45µM*
35	COc1ccc(-c2cccc([C@H]3[C@@H]4C=CC[C@@H](C)[C@@H]4C(=O)N3Cc3ccccc3)c2)cc1	-16%	-22	nt
36	CC(C)CN(Cc1cc(=O)oc2cc3c(cc12)CCCC3)CC(C)C	-2%	-37	-2%
37	COc1cccc(NC(=O)CCNS(=O)(=O)c2cccc3nsnc23)c1	27%	-21	12%
38	COc1ccc2oc(C(=O)N(Cc3ccco3)Cc3cccs3)c(C)c2c1	-28%	-31	?
39	CCc1nn(CC(=O)NCCCN(CC)CC)c(=O)c2cc3sc(C)cc3n12	7%	8&-33	-2%&7%
40	Cc1ccc(CNc2nc3c([nH]2)c(=O)n(C)c(=O)n3C)cc1	7%	11	1%

cpd	AmpC detergent	Giardia FBPA inh	AmpC no deterg
33	-1%	0%	-9%
34	2%	-5%	-17%
35	nt	-7%	-4%
36	8%	6%	-29%
37	-2%	0%	-28%
38	-19%	nt	32µM*
39	-1%&25%	-19%	8%
40	1%	-10%	-24%

# Additional entries.
cpd	SMILES	AMA1-RON2 inh	HCMV inh	Sm TGR inh
41	O=C(NCCCc1nc2ccccc2[nH]1)c1ccco1	-5%	28	-24%
42	Cc1ccc(NS(=O)(=O)c2ccc(-c3ccc(=O)[nH]n3)o2)cc1	-2%	8	-19%
43	Cc1cccc2c1CC(C)(C)N=C2C1=C(O)CCCC1=O	-5%	31	-1%
44	O=C(Nc1cccc([N+](=O)[O-])c1)N1CCN(c2ccccc2)CC1	-10%	-64*	32%
45	COc1ccc(CNC(=O)CCc2cn(Cc3cc(C)ccc3C)c3ccccc23)cc1OC	nt	-15	5%
46	Cn1c(CNC(=O)C2CCCCC2)cc2cc(Cl)ccc21	0%	52	-27%
47	CNC(=S)N(C)/N=C1/C(=O)N(Cc2c(Cl)cccc2Cl)c2ccccc21	-25%	-13	-2%
48	COc1ccc(Br)cc1C(=O)Nc1ccccc1N1CCN(C(=O)c2ccccc2)CC1	2%	?	1%

cpd	AmpC detergent	Giardia FBPA inh	AmpC no deterg
41	8%	nt	-4%
42	?	-2%	-28%
43	-1%	3%	-10%
44	-6%	0%	8%
45	2%	nt	nt
46	1%	0%	-14%
47	-5%	nt	-37%
48	-11%	-5%	44%

# Next section.
cpd	SMILES	AMA1-RON2 inh	HCMV inh	Sm TGR inh
49	O=C(CSc1nnc(-c2ccccc2)o1)c1nnc(-c2ccccc2)o1	28%	63	-25%[11.4 µM]
50	CCOc1ccc(S(=O)(=O)NCc2ccccn2)c(C)c1C	11%	-13	11%
51	O=C(O)CCn1cc(C=C2C(=O)NC(=S)NC2=O)c(-c2cccc(Br)c2)n1	-1%	-26	32µM*
52	CCCc1cc(C(=O)Nc2cc(OC)ccc2OC)cs1	12%	3	-21%
53	COCCc1ncc(CN2CCCCC2C(=O)Nc2ccc(Oc3ccccc3)nc2)cn1 (stereo unspecified)	2%	14	-24%
54	COC(=O)c1ccc(Oc2ccc(C(F)(F)F)cn2)cc1	31%[activator]	-25	0%
55	CCOC(=O)N1CCN(c2cc(=O)n(-c3ccc(OC)cc3)c(=O)[nH]2)CC1	-7%	16	-26%
56	O=C(Cn1nnc(-c2ccncc2)n1)NCCc1ccccc1	-1%	50	-15%
57	COC(=O)c1cn(NC(=O)c2ccc(OC)c([N+](=O)[O-])c2)c(=O)c2ccccc12	-16%	?	11%

cpd	AmpC detergent	Giardia FBPA inh	AmpC no deterg
49	?	-14%	-58%
50	-9%	-5%	137%[activator]
51	0%	-17%	-11%
52	-1%	-10%	-25%
53	2%	nt	63%[activator]
54	?	1%	2%
55	-8%	-6%	-8%
56	0%	4%	-32%
57	1%	10%	-36%
